All columns: NCI-60 one-dose screen, growth in % after 48 h at 10 µM unless noted; 100 = growth as untreated, 0 = no growth, -100 = all killed.
KM12 – KM12 colon cancer cells; AID 1794800; actives 5% (n = 82,000)
HCC-2998 – HCC-2998 colon cancer; actives 4.7% (n = 79,000)
SF-268 – SF-268 CNS cancer cells. actives 3.1% (n = 82,000). AID 1794759
SNB-75 – SNB-75 CNS cancer; actives 5% (n = 79,000); AID 1794750
SW-620 – SW-620 colon cancer; actives 5.2% (n = 82,000); AID 1794795
HT29 – HT29 colon cancer; actives 7.4% (n = 81,000); AID 1794748
SNB-19 – SNB-19 CNS cancer cells | actives 2.5% (n = 81,000)
HCT-15 – HCT-15 colon cancer | actives 5.2% (n = 82,000) | AID 1794746
HCT-116 – HCT-116 colon cancer | actives 7.3% (n = 82,000) | AID 1794798
* marks the source's active call; other numbers are inactive results; . = not tested or not shown; & = joins results of further samples. How the source made its calls: active means growth percent below 10; inactive means the rest. Rows were taken by chance. About 11% of those tested had a hit in this group.

SMILES	KM12	HCC-2998	SF-268	SNB-75	SW-620	HT29	SNB-19	HCT-15	HCT-116
O=C(Nc1ccc(NC(=O)c2cc(=O)[nH]c3ccccc23)cc1)Nc1cccc(Cl)c1	-55.9*	83.6	65.3	74.4	89.9	88.4	95.2	103.4	82.0
O=Cc1ccc(CN2C(=O)c3ccccc3C2=O)o1	106.2	105.2	107.1	82.5	96.7	107.3	104.7	106.6	100.4
O=C(Nc1cccnc1Nc1ccccc1)c1cn(Cc2cccc(Oc3ccccc3)c2)nn1	35.0	90.1	53.6	47.6	42.4	38.2	64.5	30.5	33.1
CCn1c(N/N=C\c2ccc(F)cc2)nc2c1c(=O)n(C)c(=O)n2C	100.0	100.5	99.7	83.0	95.9	101.6	98.4	98.7	100.8
CC1(C)CC2(C)OCCN2C(=S)N1 (stereo not drawn)	97.2	108.1	97.5	79.4	101.8	102.9	100.8	107.0	109.3
Cc1c(COC(=O)NC(C)C)c(COC(=O)NC(C)C)c2n1CS(=O)(=O)C2	107.0&103.3	102.2&100.8	102.4&101.7	88.1&76.7	93.5&110.3	104.6&104.1	104.4	101.0&99.6	102.0&90.7
COc1cc(/C=C/C(=O)c2ccc(F)cc2)ccc1Oc1nc(Nc2ccc(F)cc2)nc(N(C)C)n1	61.0	89.0	54.8	72.5	2.3*	60.4	68.6	37.2	30.2
COc1ccc(-c2cncn2-c2ccc(-c3nc4cc(OC)c(OC)c(OC)c4s3)cc2)cc1N	51.8	80.5	93.1	.	63.6	43.7	72.1	42.1	36.3
CC1OC(O[C@H]2CC[C@]3(C)[C@H]4C(=O)C=C5[C@@H]6C[C@@](C)(C(=O)O)CC[C@]6(C)CC[C@@]5(C)[C@]4(C)CC[C@H]3C2(C)C)C[C@@H](O)[C@H]1O (stereo partly drawn)	110.5	105.8	106.4	97.5	110.8	108.4	95.7	106.3	101.8
COc1ccc(C2CC(c3cc4ccccc4oc3=O)=NN2c2ccc(S(N)(=O)=O)cc2)cc1OC (stereo not drawn)	91.5	101.6	99.2	84.9	95.2	.	90.8	98.9	71.3
CN1C(Cl)=NS(=O)(=O)c2ccccc21	101.6	114.1	102.5	84.5	98.3	104.7	.	98.9	101.5
CCn1cnc2c(SC)ncnc21	116.3	105.7	113.1	109.9	101.5	111.2	95.3	124.7	101.3
COc1cc(NCCCCCCN)c2ncccc2c1	105.8	106.8	100.1	98.6	59.3	102.4	99.0	106.1	95.0
CC(C)(C)c1ccc(C(=O)Nc2sc3c(c2C(N)=O)CCC(=O)C3)cc1	-55.6*	17.1	-2.3*	-49.3*	-36.7*	3.2*	15.2	-29.3*	-30.5*
OCC1OC(OC2C(CO)OC(Sc3ccccc3)C(O)C2O)C(O)C(O)C1O (stereo not drawn)	108.0	114.1	100.5	98.4	104.8	103.7	107.1	103.2	106.3
COc1c(O)cc(C=O)cc1[N+](=O)[O-]	105.7	95.9	102.9	91.9	97.0	99.5	106.5	107.7	98.1
O=C(Nc1ccc2c(c1)OCO2)C(=O)c1c[nH]c2cc(F)ccc12	27.1	25.3	47.6	.	34.3	62.0	85.1	57.2	56.7
COc1cc2ncnc(Nc3ccc(F)c(Cl)c3)c2cc1OCC(=O)N1CCCC1	98.9	95.6	92.6	94.6	94.6	102.9	94.0	97.9	81.8
CC(=O)[C@H]1CC[C@H]2[C@@H]3CC=C4c5sc(N)nc5CC[C@]4(C)[C@H]3CC[C@]12C	70.0	85.5	89.4	78.3	90.0	59.1	78.1	51.1	85.8
COc1cc(C#N)cc2[nH]c(=O)oc12	100.9	104.6	100.5	71.9	101.2	106.2	105.8	95.6	101.7
CCOC(=O)C1=C(C(=O)OCC)c2ccc(OC)c(OC)c2C1	107.4	93.5	107.2	87.7	133.1	102.8	91.4	112.1	96.9
N#Cc1ccc(C(S(=O)(=O)Cc2ccccc2)S(=O)(=O)Cc2ccccc2)cc1	95.4	104.7	99.7	80.4	99.0	100.8	96.0	94.3	95.5
O=C(Cc1nc(-c2ccc(Cl)cc2)no1)c1ccccc1	106.4	132.2	104.6	77.8	110.2	104.3	100.2	96.3	108.1
CC(C)Sc1nc(-c2ccccc2)c(C#N)c(N2CCOCC2)n1	88.3	69.5	79.0	9.6*	74.2	71.8	69.0	80.2	43.5
O=C1c2cccc3cccc(c23)C(=O)N1CCCCN1CCN(CCCCOc2ccc(-c3nc4ccc(N5CCOCC5)cc4[nH]3)cc2)CC1	92.1	.	68.6	84.8	95.1	83.3	89.4	87.8	69.1
COc1cc(OC)c2ccc(C=O)c(O)c2c1	108.2	96.3	109.4	83.5	107.2	101.3	100.8	99.7	98.6
CC(C)(C)OC(=O)NCc1cccc(N=C=S)c1	51.6	57.0	47.2	40.7	60.2	37.6	77.1	38.9	56.2
FC(F)(F)c1ccc(-c2cn3c(ccc4ccccc43)n2)cc1	90.9	94.4	101.4	.	94.4	100.5	99.1	85.4	99.0
Cc1ccc2c(c1)/C(=N/c1nc(-c3ccccc3)cs1)C(=O)N2	93.1	102.1	86.4	90.0	91.4	87.2	96.3	109.6	86.9
C[C@@]1(F)[C@H](O)[C@@H](CO)O[C@@H]1n1cnc2c(N)nc(F)nc21	105.5	96.7	109.3	85.3	103.4	104.0	104.2	102.3	96.1
NS(=O)(=O)c1ccc(NCC/C(=N\O)c2ccccc2)cc1	107.1	111.1	101.2	89.0	107.6	104.7	104.5	101.4	112.5
CC(=O)Nc1ccc(SC(Sc2ccc(NC(C)=O)cc2)c2ccccc2)cc1	105.2	107.1	101.4	87.7	102.8	115.9	108.0	97.8	98.5
O=C1OCC2=C1C(c1ccccc1F)CC(=O)N2c1ccccc1 (stereo not drawn)	100.9	.	99.8	87.3	104.6	97.3	103.9	101.9	114.2
COC(=O)C(N)CC(C)C (stereo not drawn)	93.8	111.4	96.8	93.9	102.9	102.1	100.0	103.0	93.5
O=c1c(O)cccc2cc(O)c(O)c(O)c12	81.8	109.2	43.4	59.4	78.8	97.8	.	67.5	48.3
N#CC1OC(COC(=O)c2ccccc2)C(O)C1O (stereo not drawn)	121.1	113.2	107.0	75.4	100.1	100.2	105.3	100.8	103.6
CCn1cc(C2=C(c3c[nH]c4ccccc34)C(=O)N(O)C2=O)c2cc(Br)ccc21	95.9	106.7	96.0	92.5	91.5	96.1	102.2	96.4	88.6
N#Cc1ccccc1-c1ccc(CN2C(=O)S/C(=C\c3ccccc3)C2=O)cc1	105.6	105.9	100.4	105.1	99.5	107.9	100.3	102.8	100.0
COc1ccc(S(=O)O)cc1NC(C)=O	101.6	116.7	109.0	84.6	113.4	106.5	106.6	100.5	111.3
COc1ccc(C(=O)n2nc(-c3cccnc3)nc2N)cc1	104.6	98.5	82.7	79.4	101.7	101.5	99.0	99.6	93.8
CCCNc1nc2ccccc2c2c(=O)c3cccc(Cl)c3sc12	90.4	103.1	101.2	82.3	97.8	81.8	109.8	89.7	72.4
ClC1C2CC(c3ccccc32)C1Cl (stereo not drawn)	115.6	109.9	110.3	102.3	109.8	100.3	103.5	109.3	105.4
O=C(c1ccccc1)c1ccc2nc(-c3ccccc3Cl)[nH]c2c1	101.8	105.1	102.5	86.6	101.1	110.8	102.7	101.8	103.5
Clc1ccc(-c2nn(-c3ccccc3)cc2-c2nc3ccccc3o2)cc1	98.5	102.4	105.6	106.5	104.3	105.7	96.6	103.0	106.7
CC(C)(C)C(=O)OC(CC(F)F)c1ccc2ccccc2c1 (stereo not drawn)	105.6	108.8	111.4	101.3	86.8	105.2	99.4	92.4	92.9
CCCC1CCCCN1C(=O)OCC(C)C (stereo not drawn)	104.6	124.5	96.1	99.5	98.4	101.9	101.8	108.1	103.1
CCCCC(=O)OCCCc1ccccc1	100.3	102.8	100.4	83.4	101.4	79.1	106.1	101.5	85.7
COc1ccc(-c2oc3c(OC)c4c(c(OC)c3c2CC(=O)NC(C)C)OCO4)cc1	107.7	108.8	97.2	104.2	101.6	93.0	99.7	89.5	84.1
C=C(C)[C@@H]1CC[C@]2(C(=O)O)CC[C@]3(C)[C@H](CC[C@@H]4[C@@]5(C)C/C(=C/c6ccc(OC)cc6)C(=O)C(C)(C)[C@@H]5CC[C@]43C)[C@@H]12	21.3	21.7	38.8	27.2	21.9	16.0	32.3	5.2*	5.8*
C[C@@H](O)[C@@H]1CC[C@]2(CO)CC[C@]3(C)[C@H](CC[C@@H]4[C@@]5(C)C/C(=C/c6cccnc6)[C@H](O)C(C)(C)[C@@H]5CC[C@]43C)[C@@H]12	104.0	113.1	88.8	85.0	102.3	106.6	94.3	96.2	95.8
(continued)
SMILES	KM12	HCC-2998	SF-268	SNB-75	SW-620	HT29	SNB-19	HCT-15	HCT-116
CCCC1(CC)C(=O)NC(=O)N=C1N (stereo not drawn)	107.7	94.6	102.0	90.4	111.8	114.1	107.6	96.2	102.6
O=C(OCc1ccc2c(Br)cc(Br)c(O)c2n1)N1CCN(C(=O)c2cc3ccccc3[nH]2)CC1	29.5	53.1	31.6	40.5	25.3	59.6	31.6	19.6	22.4
Cc1ccc2c(n1)C(=O)C(Cl)=C(Nc1ccc(S(=O)(=O)Nc3ccccn3)cc1)C2=O	109.6	110.9	106.4	98.1	109.4	115.5	96.9	104.4	110.3
O=C(O)c1ccc(-n2c(=O)c3ccccc3c3ccccc3c2=O)cc1	103.9	110.4	99.5	92.9	109.5	98.5	103.8	103.7	103.9
CC(C)c1nc(N(C)S(C)(=O)=O)nc(-c2ccc(F)cc2)c1/C=C/C(=O)C[C@@H](O)CC(=O)O	97.1	98.2	98.5	91.4	107.5	85.6	105.1	108.5	91.1
COC(=O)CCC(=O)O	101.5	105.5	102.1	101.3	107.7	116.8	100.0	104.2	98.9
CC1=NC2=NN3C(=NN2C(c2ccccc2)=C1)N=NC(c1ccc(Br)cc1)=C3c1ccc(Br)cc1	103.5	111.7	101.7	117.0	96.6	105.1	98.1	103.1	117.0
COc1cc(-c2nnc(SC)n2-c2ccccc2)c(O)c2ccccc12	95.3	93.2	89.1	94.1	105.9	107.4	104.8	88.9	90.6
CC(=NCc1ccccc1)c1ccccc1O	107.3	103.2	107.7	102.0	110.3	96.1	98.3	110.1	109.2
Cn1cc(-c2nc(-c3c[nH]c4c(Cl)nccc34)cs2)c2cc(Br)ccc21	86.2	114.4	105.3	94.0	98.6	74.9	97.6	66.5	88.8
OCC(O)C1CCCCN1 (stereo not drawn)	100.1	97.7	105.8	97.7	97.5	104.6	.	98.6	100.5
CC1CC(NC(=O)/C=C/C(=O)O)CC(C)(C)C1 (stereo not drawn)	104.8	.	99.8	68.7	106.2	103.6	100.1	89.3	80.8
CCOC(=O)C1=C(C)NC(SCc2nnc(-c3ccc(Cl)cc3)o2)=NC1c1ccc(F)cc1 (stereo not drawn)	100.5	92.2	98.6	93.7	99.7	89.7	88.4	84.2	78.3
O=C(O)CCCCNC(=O)c1ccccc1	99.0	94.3	102.2	103.3	107.2	101.1	108.1	101.9	100.8
O=C(N/N=C/c1ccccc1O)c1ccccc1O	33.5	43.0	36.6	78.3	41.4	72.9	51.7	30.1	26.7
O=C(Cn1nncc1CN1C(=O)CSC1=O)Nc1ccccc1	104.6	103.8	95.4	85.2	102.9	107.1	104.8	103.0	103.5
COc1ccc2[nH]cc(-c3noc(C(=O)c4cn(C)c5ccc(OC)cc45)n3)c2c1	101.4	99.1	97.0	80.9	92.9	109.8	96.5	101.4	99.6
O=C(Cc1ccc(F)c(Cl)c1)Nc1cc(C2(C(F)(F)F)CC2)nn1CC1CCCCC1	0.9*	14.9	10.0*	-8.2*	12.6	8.7*	14.7	5.8*	5.8*
O=C1Nc2ccc(Cl)cc2C12NCCc1cc(O)ccc12 (stereo not drawn)	104.6	111.4	94.9	97.8	99.4	101.4	93.9	95.9	97.9
CCOc1ccc(NC(=O)CSc2nc3ccccc3c(=O)n2CCc2ccccc2)cc1	90.5	105.8	75.7	79.7	97.8	106.9	94.5	106.1	84.7
O=C(O)CCCCC1CCCCC1	97.4	104.0	110.7	101.8	106.5	119.2	100.7	99.8	100.4

Structural class: the compounds so far containing fluorine
SMILES	KM12	HCC-2998	SF-268	SNB-75	SW-620	HT29	SNB-19	HCT-15	HCT-116
CCn1c(N/N=C\c2ccc(F)cc2)nc2c1c(=O)n(C)c(=O)n2C	100.0	100.5	99.7	83.0	95.9	101.6	98.4	98.7	100.8
COc1cc(/C=C/C(=O)c2ccc(F)cc2)ccc1Oc1nc(Nc2ccc(F)cc2)nc(N(C)C)n1	61.0	89.0	54.8	72.5	2.3*	60.4	68.6	37.2	30.2
O=C(Nc1ccc2c(c1)OCO2)C(=O)c1c[nH]c2cc(F)ccc12	27.1	25.3	47.6	.	34.3	62.0	85.1	57.2	56.7
COc1cc2ncnc(Nc3ccc(F)c(Cl)c3)c2cc1OCC(=O)N1CCCC1	98.9	95.6	92.6	94.6	94.6	102.9	94.0	97.9	81.8
FC(F)(F)c1ccc(-c2cn3c(ccc4ccccc43)n2)cc1	90.9	94.4	101.4	.	94.4	100.5	99.1	85.4	99.0
C[C@@]1(F)[C@H](O)[C@@H](CO)O[C@@H]1n1cnc2c(N)nc(F)nc21	105.5	96.7	109.3	85.3	103.4	104.0	104.2	102.3	96.1
O=C1OCC2=C1C(c1ccccc1F)CC(=O)N2c1ccccc1 (stereo not drawn)	100.9	.	99.8	87.3	104.6	97.3	103.9	101.9	114.2
CC(C)(C)C(=O)OC(CC(F)F)c1ccc2ccccc2c1 (stereo not drawn)	105.6	108.8	111.4	101.3	86.8	105.2	99.4	92.4	92.9
CC(C)c1nc(N(C)S(C)(=O)=O)nc(-c2ccc(F)cc2)c1/C=C/C(=O)C[C@@H](O)CC(=O)O	97.1	98.2	98.5	91.4	107.5	85.6	105.1	108.5	91.1
CCOC(=O)C1=C(C)NC(SCc2nnc(-c3ccc(Cl)cc3)o2)=NC1c1ccc(F)cc1 (stereo not drawn)	100.5	92.2	98.6	93.7	99.7	89.7	88.4	84.2	78.3
O=C(Cc1ccc(F)c(Cl)c1)Nc1cc(C2(C(F)(F)F)CC2)nn1CC1CCCCC1	0.9*	14.9	10.0*	-8.2*	12.6	8.7*	14.7	5.8*	5.8*

From PubChem BioAssay
